# Bioassay records deposited in PubChem by National Center for Advancing Translational Sciences (NCATS).
# Shiga inhibitor = Shiga toxin inhibition; 9.2% of 290,000 active; AID 2315; inhibition, % at 38.7 µM; Vero cells, Shiga toxin protein synthesis inhibition reporter; in the data active = inhibition mostly above about 28%, no sharp cut-off; inactive = mostly below about 43%; also: 0% is about no effect
# CHX counter = counter-screen for Shiga toxin inhibitors: cycloheximide protein synthesis inhibition. 12% of 300,000 active. max response, %. cell reporter, cycloheximide protein synthesis inhibition counterscreen; in the data active = max response mostly above about 13%, no sharp cut-off; inactive = mostly below about 14%; also: read at 38.3 µM for the half of the compounds with a filed dose; 0% is about no effect
# HCMV antiviral = inhibitors of human cytomegalovirus; HFF cells, HCMV-luciferase reporter, 72 h; active compounds read low; activity change, negative = inhibition, % at 57.5 µM; 4.5% of 410,000 active; AID 1259415; in the data active = activity change below about -60%; inconclusive = no clear call, values can overlap the other calls; inactive = above about -39%; also: % is scaled to controls: 0 for no effect and ±100 for the full control effect
#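 Compounds were evaluated in HFFs infected with an HCMV luciferase reporter virus (MOI 1 PFU/cell). Luciferase in lysates collected 72 h post infection served as the replication measure.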
# AmpC inh no detg = AmpC beta-lactamase inhibition without detergent; Potency, µM (doses to about 57.1 µM), for inactives: top-dose activity change, negative = inhibition, actives largely listed as inhibitors; 0.52% of 330,000 active; AmpC nitrocefin hydrolysis, absorbance 480 nm, 0.0001% Triton;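 also: potency is read from the fitted curve at half-maximal effect; plate controls were no compound for no effect and no enzyme for full effect; nearly all actives have a fitted effect of over 20% in size; some results filed as inactive show a strong effect at the top dose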
# Target sequence (P00811 whole entry, looked up): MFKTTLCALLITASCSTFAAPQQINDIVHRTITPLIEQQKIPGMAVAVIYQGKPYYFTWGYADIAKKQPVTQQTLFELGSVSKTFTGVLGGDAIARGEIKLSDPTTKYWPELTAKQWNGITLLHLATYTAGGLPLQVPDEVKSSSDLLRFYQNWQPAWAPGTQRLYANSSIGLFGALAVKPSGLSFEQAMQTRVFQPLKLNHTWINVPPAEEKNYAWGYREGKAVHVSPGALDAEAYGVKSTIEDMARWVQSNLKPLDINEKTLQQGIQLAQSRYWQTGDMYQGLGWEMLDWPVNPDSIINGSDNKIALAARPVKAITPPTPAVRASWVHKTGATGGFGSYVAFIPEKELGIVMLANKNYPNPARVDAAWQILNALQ
#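 20 mM phosphate pH 7.0 + 0.01% (detergent screen) or 0.0001% Triton X-100; 5.3 nM AmpC reagent; cpd preinc 15 min RT; nitrocefin (800 uM stock) to start; A480 q20 s × 4 min; Activity was normalised to no-enzyme and no-compound control wells.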
# AmpC inh detg = blocks E. coli AmpC beta-lactamase in detergent assay. P00811. 0.041% of 370,000 active. AID 485294. Potency, µM (series often up to 114 µM), inactives show at the highest dose activity change, negative = inhibition, actives largely listed as inhibitors. AmpC hydrolysis of nitrocefin, absorbance 480 nm, 0.01% Triton;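 also: potency is read from the fitted curve at half-maximal effect; 0% = no-compound wells and -100% = no-enzyme wells; nearly all actives have a fitted effect of over 25% in size; some results filed as inactive show a strong effect at the top dose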
#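 20 mM phosphate pH 7.0 + 0.01% (detergent screen) or 0.0001% Triton X-100; 5.3 nM AmpC reagent; cpd preinc 15 min RT; nitrocefin (800 uM stock) to start; A480 q20 s × 4 min; Activity was normalised to no-enzyme and no-compound control wells.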
# FBPA Giardia inh = inhibitors of Giardia lamblia fructose-1,6-bisphosphate aldolase | A8B2U2 | purified Giardia FBPA | Potency, µM (doses to about 59.6 µM), for the others: at the highest dose activity, negative = inhibition, usual class: inhibitors | 0.71% of 290,000 active; also: potency is read from the fitted curve at half-maximal effect; % is scaled to controls: 0 for no effect and ±100 for the full control effect; nearly all actives have a fitted effect of over 55% in size
# Target sequence (A8B2U2 whole entry, looked up): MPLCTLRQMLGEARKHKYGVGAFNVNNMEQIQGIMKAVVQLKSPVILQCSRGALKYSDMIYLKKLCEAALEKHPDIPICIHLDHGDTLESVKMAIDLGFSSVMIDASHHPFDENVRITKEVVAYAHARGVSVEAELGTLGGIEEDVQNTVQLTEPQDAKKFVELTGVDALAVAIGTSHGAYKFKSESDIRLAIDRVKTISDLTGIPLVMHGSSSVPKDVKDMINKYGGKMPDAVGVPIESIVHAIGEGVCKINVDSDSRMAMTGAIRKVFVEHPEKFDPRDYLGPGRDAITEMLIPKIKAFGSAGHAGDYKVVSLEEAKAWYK
#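 40 nM FBPA preincubated 10 min at RT with compound (up to 57.5 uM final), then substrate plus GAPDH/TPI/NAD/arsenate coupling and diaphorase/resazurin added. Fluorescence read after 20 min at RT, 525/598 nm.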
# AMA1-RON2 inh = inhibitors of Plasmodium falciparum AMA1-RON2 interaction; AlphaScreen AMA1-biotinylated RON2 peptide binding; 0.2% of 360,000 active; Potency, µM (top dose mostly 58.2 µM), for the others: top-dose activity change, negative = inhibition, actives largely listed as inhibitors;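 also: potency is read from the fitted curve at half-maximal effect; 0% = vehicle wells and -100% = peptide control; nearly all actives have a fitted effect of over 45% in size; some results filed as inactive show a strong effect at the top dose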
#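 AMA1 (3D7) with his tag at 25 nM final met compounds first, then biotinylated RON2 peptide at 25 nM; detection used donor plus acceptor beads, 10 µg/mL apiece, read by AlphaScreen after 30 min at room temperature.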
# The depositor's hits bear a star; u = inconclusive; x = not tested or not shown; & = joins results of further samples; [ ] = remark or other dose. Unless noted, calls follow the shape of the dose curve; as a rule, active = well fitted curve in the direction sought with a large enough effect; inconclusive = small, poorly fitted or top-dose-only effect, or another doubt; inactive = no such curve, though single readings can be large; an effect the other way counts as inactive or inconclusive.
# Values in the order – HCMV antiviral	Shiga inhibitor	AmpC inh detg	AmpC inh no detg	CHX counter	AMA1-RON2 inh	FBPA Giardia inh
- O=C(O)COc1c(-c2ccco2)oc2ccccc2c1=O
  -5	21	-5%	-9%	7	-1%	-6%
- C/C(Cn1nnc([N+](=O)[O-])n1)=N\NC(=O)c1ccncc1
  15	13	-5%	-13%	-1	82%[activator]	20µM*
- CC1CC(C)CN(CCCNC(=O)C2CCCN(c3ncnc4c3nc3n4CCCCC3)C2)C1 (stereo not drawn)
  -38	-16	-1%	17%	3	7%	-1%
- COC(=O)CNC(=O)C1CCN(C(=O)OCc2ccccc2)CC1
  46	-4	-6%	u	1	-1%	1%
- CC(=O)Cc1nsc(NC(=O)c2cc(-c3ccccc3Cl)oc2C)n1
  -12	2	-14%	4%	6	97%[activator]	-2%
- Cc1ccc(N(C)C(=O)Oc2cccc3ccc(C)nc23)cc1
  -32	-10	0%	4%	-4	-1%	x
- Cc1ccc2nsnc2c1NC(=O)c1ccc([N+](=O)[O-])cc1
  6	8	u	-9%	-2	-3%	1%
- O=C(NCCc1ccccc1)C1CCN(C(=O)NCc2ccccc2)CC1
  51	-4	-2%	-11%	-2	16%	-8%
- CCC(=NCCO)c1c(O)n(-c2ccc(Cl)cc2)c(=O)[nH]c1=O
  66	5	-9%	-4%	-3	-5%	0%
- CC(C)CC(=O)NS(=O)(=O)c1ccc(N)cc1
  -17	-15	1%	-12%	1	-2%	1%
- O=C(Nc1ccc(F)cc1)c1cncs1
  22	-9	2%	-4%	-2	-6%	8%
- COc1ccc(NC(=O)Cn2nc(C(F)(F)F)c3c2CCCC3)cc1OC
  u	6	19%&-13%	22%	-1	1%	-5%
- CCN1c2cccc3cccc(c23)S1(=O)=O
  -20	-5	-10%	-14%	-3	31%[activator]	-23%
- COc1cc(/C=N/NC(=O)CCN2CCN(Cc3ccccc3)CC2)cc(OC)c1OC
  -29	-3	3%	31%	-1	9%	0%
- Cn1c(=O)c(=O)n(C)c2cc(S(=O)(=O)N3CC(=O)N(CCc4ccccc4)C(=O)C3)ccc21
  -30	-8	2%	-7%	0	6%	1%
- Cc1cc(C)c(C)c(S(=O)(=O)N2CCC(C(=O)Nc3ccc(S(=O)(=O)N4CCOCC4)cc3)CC2)c1C
  -31	-8	-3%	33%	9	14%	x
- CSc1ccccc1-c1nnc(-c2ccc(C)cc2)o1
  343	143*	-6%	0%	39*	17%	-12%
- CCOC(=O)C(C)NC(=O)Cn1ncc2c(=O)oc3ccc(C)cc3c21 (stereo not drawn)
  7	-4	3%	-13%	-3	-14%	3%
- CC(=O)c1cccc(NC(=O)C(C)N(C)CC(=O)Nc2ccc(Cl)cc2)c1 (stereo not drawn)
  1	-12	-3%	18%	-2	9%	0%
- CN(C)C(=O)c1cn(-c2ccccc2)nc1-c1cccc([N+](=O)[O-])c1
  u	12	3%	81%[activator]	-2	3%	-2%
- Cc1[nH]c2ccccc2c1C(=O)C(C)OC(=O)c1ccc(Cl)nc1 (stereo not drawn)
  -4	x	-10%	-2%	x	-2%	x
- COc1ccc(CC(=O)N2CCc3cc(OC)c(OC)cc3C2O)cc1OC (stereo not drawn)
  -33	-3	-3%	29%	-3	3%	0%
- CC(=O)c1ccc(N=Nc2ccc(N)cc2)cc1
  19	56*	-2%	15%	28*	u	4%
- CCOCCOC(=O)C1=C(C)NC2=C(C(=O)CC(c3cccs3)C2)C1c1ccsc1 (stereo not drawn)
  -27	-5	-4%	-5%	1	-24%	-2%
- COc1ccc(Cn2c(C)c(C)c(C#N)c2NC(=O)Nc2cccc(Cl)c2)cc1
  26	25	-7%	-30%	14	3%	0%
- Cc1nc2c(s1)sc1ccccc12
  -3	86	u	-4%	19*	-3%	0%
- COc1ccc(C(=O)n2nc(C)cc2C)cc1OC
  1	-8	1%	x	-2	2%	-2%
- Cc1ccc(C(=O)OC2CCCN(C)C2)cc1 (stereo not drawn)
  -18	-6	2%	-5%	6	-3%	-4%
- C=CCOC(=O)C1=C(C)NC(=O)NC1c1ccc2c(c1)OCO2 (stereo not drawn)
  4	-9	4%	-25%	-3	2%	-2%
- CCN1CCCC1CNC(=O)Cn1nc(C)n2c(cc3cc(C)ccc32)c1=O (stereo not drawn)
  u	-9	-2%	1%	-1	6%	-15%

# Complete entries, quoted from the list. Screens in order: HCMV antiviral	Shiga inhibitor	AmpC inh detg	AmpC inh no detg	CHX counter	AMA1-RON2 inh	FBPA Giardia inh
# `Cc1ccc(C(=O)OC2CCCN(C)C2)cc1` (stereo not drawn) in the list: -18	-6	2%	-5%	6	-3%	-4%
# `CC1CC(C)CN(CCCNC(=O)C2CCCN(c3ncnc4c3nc3n4CCCCC3)C2)C1` (stereo not drawn) in the list: -38	-16	-1%	17%	3	7%	-1%

# Other records follow.
# Values in the order – HCMV antiviral	Shiga inhibitor	AmpC inh detg	AmpC inh no detg	CHX counter	AMA1-RON2 inh	FBPA Giardia inh
- CC1(C)NC(=O)N(CC(=O)OCC(=O)NC(=O)c2ccccc2)C1=O
  -6	x	-12%	0%	x	13%	x
- Nc1cccc(-c2nc3ccc(C(=O)c4ccccc4)cc3[nH]2)c1
  13	61*	u	-60%	33*	-7%	-2%
- CN([C@@H](C(=O)OC(C)(C)C)c1ccccc1)S(=O)(=O)c1cccc(S(=O)(=O)N(C)[C@@H](C(=O)OC(C)(C)C)c2ccccc2)c1
  u	-2	-9%	-21%	-2	13%	-10%
- COc1ccc(CN2CCNC(=O)C2CC(=O)N(C)CCC2CCOCC2)c(OC)c1 (stereo not drawn)
  -21	3	-11%	25%	-4	-3%	-5%
- CCOC(=O)N1CCN(C(=O)c2ccc3c(=O)n(CCC4=CCCCC4)c(=S)[nH]c3c2)CC1
  18	-13	-15%	-10%	-3	3%	-5%
- CC(=O)OCCNC(=O)c1cc2ccccc2oc1=O
  4	-9	-6%	-11%	6	6%	1%
- C[C@@H](C(=O)NCC1CC1)[C@H]1C[C@]1(C)[C@H](NC(=O)OCc1ccccc1)c1ccccc1
  19	-17	u	31%	-3	3%	1%&-1%
- O=C(CSc1ccccc1)Nc1ccncc1
  -39	28	-8%	-19%	12*	37%	1%
- COC(=O)c1cc(CSc2ncnc3sccc23)oc1C
  41	29	1%	-32%	12	18%	0%
- CC(=O)C1=C(C)Nc2ncnn2C1c1ccc(Cl)cc1 (stereo not drawn)
  56	-11	-11%	-25%	-4	-10%	4%
- COc1ccc(-c2noc(C3CCCN(C(=O)c4ccccc4OC)C3)n2)cc1 (stereo not drawn)
  -84*	14	u	111%[activator]	15	-15%	1%
- Cc1ccc(C)c(NC(=S)Nc2ccc(S(=O)(=O)Nc3ncccn3)cc2)c1
  2	-7	5%	2%	-2	20%	3%
- CCOC(=O)CNC(=O)Cn1c(C)cc2ccccc2c1=O
  -10	-4	-24%	-7%	-3	2%	1%
- CC(=O)N[C@@H](Cc1c[nH]c2ccccc12)C(=O)OCC(=O)Nc1ccc(Cl)c(S(=O)(=O)N(C)C)c1
  40	43*	8%	50%	9	0%	-3%
- CN(C(=O)c1ccno1)c1nnc(-c2ccccn2)s1
  40	22	u	-9%	3	29%	u
- c1ccc(-c2csc(N3CCSCC3)n2)cc1
  -34	90*	u	-19%	44*	-5%	-2%
- Nc1ccc2c(c1)Oc1ccccc1C=C2
  -26	16	4%	-8%	16	-4%	-11%
- CCOc1cccc2cc(C(=O)N3CCc4ccccc43)c(=O)oc12
  26	9	-9%	-38%	-1	2%	-3%
- Cc1cc(C)c2c(N)c(C(=O)NN3CC(=O)N(c4ccccc4)CC3=O)sc2n1
  24	-9	-1%	5%	6	37%[activator]	-19%
- CCOc1ccc(C(C(=O)NC2CCCCC2)N(CCOC)C(=O)c2snc(C(N)=O)c2N)cc1 (stereo not drawn)
  18	5	-3%	23%	-2	3%	10%
- COc1ccc([C@H]2CC(=O)C=C(c3ccc4c5c(cccc35)CC4)C2)cc1
  -8	x	-5%	-25%	x	-3%	x
- CCOC(=O)C1CCN(CC(=O)Nc2ccc(OC)c(Cl)c2)CC1
  14	2	-6%	-3%	3	-25%	u
- COc1cc(C(=O)Nc2cccc(NC(=O)c3ccccc3)c2)cc(OC)c1OC
  15	25	-4%	-13%	1	0%	8%
- Cc1ccc2[nH]c(C(=O)O)c(NC(=O)c3ccccc3[N+](=O)[O-])c2c1
  23	-11	-8%	-38%	-2	14%	0%
- O=C(Nc1cccc(-c2cccc(Cl)c2)c1)C1CCN(CC2CCOC2)CC1 (stereo not drawn)
  u	-5	-14%	90%[activator]	-4	-1%	x
- COCCCN1C(=O)C(=O)/C(=C(/O)c2ccc(OCC(C)C)cc2)C1c1cccnc1 (stereo not drawn)
  1	-14	-1%	-13%	-3	9%	6%
- COc1ccc(C(=O)CSc2nc3nc(C)cc(C)n3n2)cc1OC
  28	0	-1%	0%	-2	-3%	-27%
- CCc1c(C)nc(SCC(=O)N2CCN(c3ccccc3)CC2)[nH]c1=O
  32	1	0%	-19%	8	26%	2%
- CC(=O)Nc1ccc(/C=N/Nc2ccc(C(=O)c3c(C)cc4ccccn34)cc2[N+](=O)[O-])cc1
  u	-5	-12%	-13%	4	-5%	7%
- Cc1cccc(N2CCN(C(=O)c3cc(C)oc3C)CC2C)c1 (stereo not drawn)
  -24	-2	-10%	30%	2	0%	12%
- Cc1onc(-c2ccccc2)c1C(=O)Nc1cccc(OC(C)C)c1
  10	2	-3%	-17%	-2	-16%	-2%
- COc1ccc(NC(=O)N2CCCC2)cc1OC
  36	48	-11%	6%	12	-11%	2%
- Cc1nc(N2CCN(C(=O)c3ccco3)CC2)c2c3c(sc2n1)CCC3
  -65*	-11	u	23%	-3	-4%	3%
- Cc1cc(Cl)ccc1N=C1N=C(N)c2ccccc21
  -19	1	u	u	6	-13%	-2%
- O=C(c1cncc(Br)c1)N1CCN(c2ccc(N3CCOCC3)nn2)CC1
  27	-15	u	-14%	-5	2%	1%
- Cn1c(-c2nonc2N)nc2ccccc21
  -11	-4	1%	-6%	0	3%	-3%
- CCc1c(C)sc(NC(=O)c2cc(-c3ccc(O)cc3)on2)c1C#N
  -61*	-22	u	-19%	-6	11%	0%
- O=C(O)CCn1c(Cc2ccccc2)nc2ccccc21
  14	22	-1%	4%	-1	4%	u
- CCOc1ccccc1NC(=O)COC(=O)CC(C)(C)CC1=NS(=O)(=O)c2ccccc2N1
  9&-24	-3	u	-24%	8	-8%	x
- CC(=O)NNC(=O)CCn1nnc(-c2ccc(Cl)cc2)n1
  -8	-13	3%	-15%	-2	59%[activator]	1%
- Cc1ccc(S(=O)(=O)N2[C@@H](c3ccccc3F)C(C(=O)O)=CC[C@H]2c2cccc(C)c2)cc1
  -20	x	u	-16%	x	16%	x
- CCOC(=O)C1CCN(C(=S)Nc2ccc(C)cc2)CC1
  -3	3	-11%	-6%	1	4%	1%
